DNMT1 inh: inhibitors of human DNMT1. 360,000 tested, 0.83% active. inhibition (reported as % activation of signal), % at 10 µM. DNMT1 molecular beacon, Hinp1I cleavage, fluorescence; in the data active means inhibition above about 50%
Scp-1 inhibitor: Scp-1 (human) phosphatase inhibition. Q9GZU7. Recombinant Scp1, phosphopeptide, malachite green phosphate absorbance. inhibition, % at 20 µM. 340,000 tested, 0.88% active. AID 493091;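 active means inhibition above about 50% at 20 µM, limit read from the data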;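 further: plate controls were DMSO wells with enzyme for no effect and wells lacking enzyme for full effect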
Target sequence (Q9GZU7 76-261 limits assumed): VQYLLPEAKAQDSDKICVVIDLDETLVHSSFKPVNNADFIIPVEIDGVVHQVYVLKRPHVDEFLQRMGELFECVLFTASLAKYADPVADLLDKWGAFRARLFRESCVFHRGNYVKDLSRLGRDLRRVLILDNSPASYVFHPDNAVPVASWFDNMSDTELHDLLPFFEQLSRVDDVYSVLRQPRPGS
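Incubation: 45 min enzyme reaction at room temperature / System: truncated SCP-1 phosphatase (76-261aa) / Reagent: Phospho 17-mer peptide substrate / Buffer or medium: Acidic Tris acetate buffer with magnesium and detergent / Signal: absorbance at 630 nm / Doses: one concentration, 20 µM, with 1.0% DMSO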
NadD block: NadD (S. aureus) enzyme inhibition | purified NadD enzyme, colorimetric absorbance read-out | inhibition, % at 20 µM | 360,000 tested, 0.78% active | AID 602399; in the data active means inhibition above about 26%; further: some compounds past the cut are filed as inactive
SKN-1 block: blocks SKN-1 activity in C. elegans; AID 624304; inhibition, % at 21.8 µM; 360,000 tested, 0.49% active; C. elegans VP596 Pgst-4::GFP/RFP ratio, acrylamide-induced, 24 h;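 active means interference check ratio from 0.5 to 1.5 plus GFP to RFP signal ratio inhibition reaching or exceeding a fixed threshold, cut at about 30% in these data, passing the limit was not always enough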; further: some compounds called inactive have numbers as strong as hits
Rpn11 block: inhibitors of human proteasome Rpn11. O00487. human 26S proteasome, Ub4-pepOG fluorescence polarization; 20S core pre-blocked with epoxomicin. calls only at 20 µM. 360,000 tested, 0.59% active;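 active means inhibition at 20 µM, scaled to each plate's controls, above about 33%, limit read from the data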
Target sequence (O00487 whole entry, looked up): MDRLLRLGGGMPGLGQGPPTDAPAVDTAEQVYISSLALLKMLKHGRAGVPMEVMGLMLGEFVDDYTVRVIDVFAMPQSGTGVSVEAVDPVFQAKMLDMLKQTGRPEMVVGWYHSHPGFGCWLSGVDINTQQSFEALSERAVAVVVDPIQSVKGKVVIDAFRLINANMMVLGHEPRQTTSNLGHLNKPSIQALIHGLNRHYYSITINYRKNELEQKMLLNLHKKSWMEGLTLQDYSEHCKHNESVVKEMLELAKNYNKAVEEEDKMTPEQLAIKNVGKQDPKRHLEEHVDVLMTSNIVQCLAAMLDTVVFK
STEP inh: blocks human striatal-enriched tyrosine phosphatase | P54829 | recombinant STEP, OMFP fluorogenic substrate, fluorescence | inhibition, % at 20 µM | 360,000 tested, 0.25% active;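 active means inhibition at 20 µM, scaled per plate between control wells, above about 37%, limit read from the data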;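 further: 0% = DMSO with enzyme and substrate and 100% = substrate only without enzyme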
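medium = Bis-Tris buffer pH 6.0, 2.5 mM DTT, 0.005% Tween 20 | test system = STEP (striatal-enriched tyrosine phosphatase) enzyme, cell-free | measure = normalized % inhibition | compound dosing = 20 µM, 1% DMSO | also added = 25 µM OMFP | schedule = reaction 20 min, ambient temperature | measured by = fluorescence read at 480 nm ex / 540 nm em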
LMPTP inh: blocks human LMPTP phosphatase | P24666 | recombinant LMPTP-A, OMFP fluorogenic substrate, fluorescence intensity | inhibition, % at 20 µM | 360,000 tested, 0.22% active | AID 651560;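 active means compounds that cut the enzyme signal by at least half of the control window in the single-dose screen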;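 further: plate controls were DMSO wells with enzyme plus substrate for no effect and substrate without enzyme for full effect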
Target sequence (P24666 whole entry, looked up): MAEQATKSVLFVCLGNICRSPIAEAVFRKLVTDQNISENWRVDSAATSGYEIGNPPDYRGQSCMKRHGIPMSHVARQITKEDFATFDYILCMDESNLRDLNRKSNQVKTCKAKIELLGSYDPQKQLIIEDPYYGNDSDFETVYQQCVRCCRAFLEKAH
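Assay system: LMPTP-A enzyme. Input: 0.625 nM LMPTP-A final. Probe or stimulus: 400 µM OMFP. Compound dosing: single 20 µM dose. Schedule: 50 min dark incubation at room temperature. Detection: fluorescence intensity of OMFP turnover product. Read-out: percent inhibition versus substrate-only and uninhibited controls. Benchmarks: no-enzyme low control, uninhibited high control.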
CendR NRP1 mod: NRP-1/CendR interaction modulation; FAM-RPARPAR peptide binding to NRP-1, fluorescence polarization; O14786; inhibition, % at 25 µM; 360,000 tested, 0.85% active; AID 602438;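 active means inhibition or corrected inhibition above about 18%, plus a signal ratio from 0.5 to 1.5, limit read from the data, passing the limit was not always enough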; further: strong numbers were not always called active
MT1-MMP act inh: inhibitors of human MT1-MMP activation; AID 651647; HT1080 RFP-PRO-GFP cells, GFP/RFP ratio fluorescence, overnight; percent of plate control window, DMSO zero; 360,000 tested, 0.061% active; GFP/RFP ratio change, % at 20 µM; P50281;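 active means GFP/RFP ratio change of at least 30% with cell ATP level not reduced by more than half and red fluorescence within 50% of control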; further: strong numbers were not always called active
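Assay system: HT1080 cells carrying an RFP-PRO-GFP reporter | Dosing: Single dose of 20 µM compound, 1% DMSO final | Incubation: Cells overnight before dosing, compound overnight, 37 °C, 5% CO2 | Evaluation: GFP/RFP fluorescence ratio | Control set: DMSO and RFP-L50D-GFP cell wells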
SUMO1 PPI mod: alters human SUMO1 binding to SIM partners. P63165. SUMO1 binding to a labelled peptide, TR-FRET, 1 h. inhibition, % at 20 µM. 360,000 tested, 0.33% active. AID 602429; in the data active means inhibition above about 37%
Target sequence (P63165 whole entry, looked up): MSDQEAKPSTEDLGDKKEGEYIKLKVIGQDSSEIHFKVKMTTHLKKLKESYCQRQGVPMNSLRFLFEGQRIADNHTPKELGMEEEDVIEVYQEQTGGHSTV
Numbers without * were called inactive; i = inactive; nt = not tested or not shown; + = active, no number.

SMILES	DNMT1 inh	Scp-1 inhibitor	NadD block	SKN-1 block	Rpn11 block	STEP inh	LMPTP inh	CendR NRP1 mod	MT1-MMP act inh	SUMO1 PPI mod
Cc1ccc(S(=O)(=O)NC(=O)Nc2ccc(Cl)cn2)cc1	-2	0	8	14	i	0	-2.1	8	-3	1
Oc1ccc(-c2nccc(-c3ccc(F)cc3)n2)cc1	-3	0	-4	-18	i	-3	-1.3	2	5	1
COc1ccc(/C=C2\Oc3cc(OCC(=O)N4CCC[C@H]4C(=O)O)ccc3C2=O)cc1OC	15	7	3	-7	i	-5	0.0	-21	2	-10
Nc1nnnn1/N=C/c1ccccc1C(F)(F)F	4	-4	7	10	i	-2	0.9	1	-1	-2
BrC(=C\c1ccccc1)/C=N/N1CCN(c2ccccn2)CC1	-2	-4	1	-1	i	-3	-1.7	-9	4	-10
O=C1C(Sc2cccc(F)c2)=C[C@@]2(O)CC[C@@H](O)[C@]1(Sc1cccc(F)c1)[C@H]2O	nt	nt	-3	13	nt	nt	-0.5	-2	1	5
CN(CC(=O)Nc1ccc(F)cc1)C(=O)CSc1ccc2c(c1)OCCO2	1	-8	-1	13	i	-1	-0.1	12	1	4
O=C(NCc1nnc2c(C(F)(F)F)cc(Cl)cn12)c1cccs1	4	-3	1	2	i	-2	-0.5	8	3	-2
COc1ccc(Cl)cc1C(=O)NNC(=O)c1cccc([N+](=O)[O-])c1	1	3	-8	1	i	1	0.0	-15	0	-6
C[C@H](CO)N1C[C@H](C)[C@@H](CN(C)Cc2ccc(C(=O)O)cc2)Oc2ccc(NS(C)(=O)=O)cc2C1=O	4	9	2	12	i	-3	0.2	-3	-5	3

Next part; it opens with the four that closed the last part.
SMILES	DNMT1 inh	Scp-1 inhibitor	NadD block	SKN-1 block	Rpn11 block	STEP inh	LMPTP inh	CendR NRP1 mod	MT1-MMP act inh	SUMO1 PPI mod
CN(CC(=O)Nc1ccc(F)cc1)C(=O)CSc1ccc2c(c1)OCCO2	1	-8	-1	13	i	-1	-0.1	12	1	4
O=C(NCc1nnc2c(C(F)(F)F)cc(Cl)cn12)c1cccs1	4	-3	1	2	i	-2	-0.5	8	3	-2
COc1ccc(Cl)cc1C(=O)NNC(=O)c1cccc([N+](=O)[O-])c1	1	3	-8	1	i	1	0.0	-15	0	-6
C[C@H](CO)N1C[C@H](C)[C@@H](CN(C)Cc2ccc(C(=O)O)cc2)Oc2ccc(NS(C)(=O)=O)cc2C1=O	4	9	2	12	i	-3	0.2	-3	-5	3
O=C(Nc1ccc(F)cc1)C1CC(=O)N(Cc2ccco2)C1 (stereo not given)	-2	-9	0	8	i	-1	-0.7	-9	-3	5
CC(=O)N/N=C/C1=CCC2CC1C2(C)C (stereo not given)	0	12	-2	-7	i	-1	0.3	8	-1	-2
CC(C(=O)Nc1ccccn1)c1ccccc1 (stereo not given)	4	8	-2	3	i	-2	-0.9	-3	2	-2
COc1ccccc1N1CCN(Cc2cc3c(cc2O)OCO3)CC1	0	-6	0	1	i	1	-1.0	6	-3	-2
COc1ccc(-c2cc(C(=O)OCC(=O)N(C)C3CCS(=O)(=O)C3)c3ccccc3n2)cc1OC (stereo not given)	-4	6	-1	-2	i	0	1.1	3	1	-19
Cc1nc2sc(-c3ccccc3)cc2c(=O)[nH]1	-3	2	-1	20	+	-4	-0.2	-1	6	-19
CCOC(=O)NCc1ccc(S(=O)(=O)Nc2ccc(C)cc2)cc1	-15	-9	-3	12	i	1	0.5	2	6	5
CC(=O)c1ccc(NC(=O)C(C)OC(=O)C(C)Oc2cccc(C)c2)cc1 (stereo not given)	-6	-11	-4	6	i	-1	-0.6	-6	-4	-3
CCn1nc(C)c(CNCc2cn[nH]c2-c2cc3ccccc3o2)c1C	-2	-9	-8	-5	i	2	-2.2	-10	13	1
COc1cc(/C=C2/N=C(C3CCCCC3)OC2=O)cc(OC)c1OC	0	-6	2	12	i	-3	-1.8	-8	1	-3
CC(=O)OC(C)=O	-2	0	5	-2	i	-3	-0.3	4	1	13
CCOc1ccc(-n2ccnc2SCC(=O)N2CCCc3ccccc32)cc1	4	3	4	-3	i	-1	-0.7	5	-5	-4
COc1ccc(S(=O)(=O)NCc2cc(-c3ccccc3Cl)no2)cc1	4	4	3	0	i	2	2.3	4	5	2
O=C(NC(=S)NCc1ccccc1)c1ccccc1F	-2	-2	-3	-8	i	0	-0.7	1	5	-1
N#C/C(=C/c1ccc(F)cc1)C(N)=S	-2	3	15	1	i	-2	-0.6	1	0	-4
CSc1cnn(-c2ccccc2)c(=O)c1SC	0	-4	-6	-6	i	-2	-0.8	-8	0	-16
COc1ccc(C(=O)Nc2ccccc2C(=O)NC2CC2)c(OC)c1OC	1	nt	6	2	i	-5	-0.2	-3	-1	3
Cc1ccc(OCC(=O)n2nc(C)cc2C)c(Br)c1	-3	-4	-2	17	i	-2	0.8	14	0	-4
CCc1nnc(NC(=O)Cc2ccc(OC)c(OC)c2)s1	-4	3	-11	-6	i	-1	-0.4	-14	2	-2
O=C(Nc1cccnc1)/C(N=Nc1c(Cl)cccc1Cl)=C(\O)c1ccccc1	23	6	3	-4	i	2	1.4	11	-6	-1
CC(C)NC(=O)C(=O)NCCCOC(C)C	2	3	1	4	i	-2	-0.9	4	-1	-1
CCn1nc(C)c(/C=N/NC(=O)c2c[nH]c3ccccc23)c1C	0	-7	0	2	i	0	-1.8	3	3	3
O=C(Oc1cccc2ccccc12)c1ccccc1	-2	-4	3	10	i	1	1.9	-21	8	-1
CC(=O)NCCn1c(SCC(=O)c2ccccc2)nc2ccccc2c1=O	0	-7	2	22	i	-2	-0.8	5	21	1
O=[N+]([O-])c1ccc(N/N=C/c2cccc(O)c2O)cc1	-4	-17	-7	18	i	3	16	-23	1	-34
CSc1ccccc1NC(=O)CN(C)CC(=O)Nc1ccccc1N1CCOCC1	-1	-5	-2	0	i	-2	1.5	-11	3	-2
COC(=O)c1ccccc1NC(=O)COc1ccccc1[N+](=O)[O-]	1	-9	-9	-5	i	2	-0.4	-4	-4	-5
COc1ccccc1N(Cc1ccccc1)S(=O)(=O)c1cccc(C(=O)Nc2ncccc2C)c1	-11	6	6	13	i	-2	0.1	0	-3	6
Cc1nc2c(C)cccn2c1/C(O)=C1\C(=O)C(=O)N(CCN(C)C)C1c1cccs1 (stereo not given)	1	3	-6	-20	i	-1	-1.0	9	3	-2
COc1ccc(S(=O)(=O)N2CCOC2CNC(=O)C(=O)NCCc2ccccc2)cc1 (stereo not given)	1	-17	0	2	i	1	-1.6	-4	0	-2
Cc1cc(C(=O)NC(=S)Nc2ccccc2N2CCCC2)ccc1[N+](=O)[O-]	-4	-8	-4	-12	i	-2	-0.9	10	-4	-1
CN(Cc1cccs1)C(=O)CCCc1c[nH]c2ccccc12	-1	-11	2	2	i	-1	0.3	-5	0	3
CCCNC(=O)c1cc(S(=O)(=O)N2CCC3(CC2)OCCO3)ccc1F	0	nt	-1	22	i	0	-1.6	1	9	0
O=C1CC(c2cccc(Cl)c2)C(n2cncn2)C(=O)C1C1NCCc2ccccc21 (stereo not given)	-4	-9	-3	7	i	2	-1.0	15	-4	0
S=C(Nc1ccc2nc(-c3ccccn3)c(-c3ccccn3)nc2c1)N1CCCCCC1	-4	-3	-2	-5	i	2	0.9	-6	-34	-18
Cc1cc(NC(=O)Cn2c(=O)oc3ccc(Cl)cc32)no1	-2	0	2	-1	i	0	-0.2	1	2	-4
Cc1c(OCC(=O)NCc2cccnc2)ccc2c3c(c(=O)oc12)CCCC3	1	-3	5	1	i	2	1.1	6	7	32
O=C(CN1CCN(S(=O)(=O)c2ccc(Cl)s2)CC1)N1CCCCC1	6	1	-3	-3	i	2	-0.6	4	2	1
CS(=O)(=O)c1nc(S(=O)(=O)c2ccc(Cl)cc2)c(NCCCn2ccnc2)s1	-1	-1	0	-6	i	-1	-2.2	12	-5	0
CCOC(=O)Cn1c(COc2ccccc2OC)[n+](C)c2ccccc21	-1	-7	0	-10	i	-3	0.2	10	5	-1
Cn1c(=O)c2c(nc(SCc3cccnc3)n2Cc2ccccc2)n(C)c1=O	3	-3	7	15	i	2	0.7	7	1	2
C/C=C/c1cnc2c(c1)C(=O)N([C@H](C)CO)C[C@H](C)[C@@H](CN(C)C(=O)CN1CCOCC1)O2	4	nt	-2	-1	i	0	-3.1	-7	2	2
CCOC(=O)c1[nH]cnc1C(=O)Nc1ccccn1	6	-4	5	15	i	1	-0.9	0	-1	-1
COc1cc(Cl)c(C)cc1NC(=O)c1ccc2c(SCC(=O)O)c3c(nc2c1)CCCC3	5	-2	12	10	i	-2	1.1	-5	1	8
COc1ccccc1NS(=O)(=O)c1cccc(NC(=O)NC2CCCCC2)c1	-4	-11	-10	2	i	8	0.9	-2	1	5
Cc1cccc(NC(=O)c2c(C)nn(-c3ccccc3)c2Cl)c1	0	-1	-6	7	i	-2	0.2	7	-3	2
Cc1cc(C(=O)CSc2ccccc2)cc(C)c1O	-2	-19	-6	-4	i	-2	0.0	12	1	5
Cc1cc(C)cc(NC(=O)C(=O)NCC2CCCN2S(=O)(=O)c2cccs2)c1 (stereo not given)	-3	-8	-7	-20	i	-2	-2.1	-5	0	2
COc1cccc(CN(C)C(=O)CNC(=O)c2sc3ccccc3c2Cl)c1OC	-1	-17	-9	-4	i	0	0.6	-2	5	-8
COc1ccc(C(=O)NC(=S)NCc2ccco2)cc1Br	-5	-10	-15	5	i	3	1.6	9	3	1
The list goes on:
SMILES	DNMT1 inh	Scp-1 inhibitor	NadD block	SKN-1 block	Rpn11 block	STEP inh	LMPTP inh	CendR NRP1 mod	MT1-MMP act inh	SUMO1 PPI mod
CCOc1ccccc1NC(=O)c1ccccc1N(C)S(C)(=O)=O	-1	-10	-6	8	i	3	-0.4	1	1	-5
C[C@H](CO)N1C[C@H](C)[C@@H](CN(C)Cc2ccncc2)Oc2ccc(NC(=O)Cn3cnnn3)cc2C1=O	2	2	1	-9	i	0	-1.7	0	4	1
OC(COc1ccc2c(c1)CCC2)Cn1cnc2ccccc21 (stereo not given)	0	-9	-3	1	i	2	0.2	5	-2	-1
COc1cc(NC(=O)c2ccccc2)c(OC)cc1NC(C)=O	-8	-1	-3	-6	i	-3	-0.2	4	1	3
CCC(C)c1ccc(OCCCCN2CCOCC2)cc1 (stereo not given)	1	1	-4	6	i	-1	-1.1	-3	1	-2

Some entries already given with just Scp-1 inhibitor, MT1-MMP act inh and Rpn11 block:
mol	Scp-1 inhibitor	MT1-MMP act inh	Rpn11 block
C[C@H](CO)N1C[C@H](C)[C@@H](CN(C)Cc2ccncc2)Oc2ccc(NC(=O)Cn3cnnn3)cc2C1=O	2	4	i
CCOc1ccccc1NC(=O)c1ccccc1N(C)S(C)(=O)=O	-10	1	i

From PubChem BioAssay
